Compound activity as filed in PubChem.
DT40 TDP1 no CPT – qHTS for Inhibitors of human tyrosyl-DNA phosphodiesterase 1 (TDP1): qHTS in cells in absence of CPT | DT40 Tdp1-/- hTDP1 cells, no CPT, ATP luminescence, 48 h | hit rate 15% among 420,000 | Potency, µM (titrated, usually from 46.2 µM), inactives show at the highest dose activity change, negative = growth inhibition, most hits filed as inhibitors; active means well fitted inhibition curve with a large enough effect; inconclusive means small, poorly fitted or top-dose-only effect; further: nearly all actives have a fitted effect of over 55% in size
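DT40 Tdp1-/-;hTDP1 cells, no CPT (DMSO vehicle only), 400 cells/well; compounds pin-transferred; ≥48 hr, 37 °C; CellTiter-Glo 30 min RT dark, luminescence read.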
Starred values were filed as active, the others as inactive; ? = inconclusive. On the % scale 0 is the no-effect control and ±100 the full control effect; potency means the concentration at half of the fitted maximal effect.

No.	molecule	DT40 TDP1 no CPT
1	COc1ccc(C2(C)C(C#N)C(=O)NC(=O)C2C#N)cc1 (configuration not stated)	2.3µM*
2	CC(C)C(=O)N1CCC1(C)C(=O)Nc1nc2ccccc2[nH]1 (configuration not stated)	5%
3	Cc1ccc(C(=O)Nc2nc3ccc(Cl)cc3s2)o1	-29%
4	CCNC(=O)C1(C)CCCN(Cc2cc3ccccc3o2)C1 (configuration not stated)	?
5	Brc1cnc2ccccc2c1N1CCCCC1	?
6	CC(C)CN(C(=O)CN(C)C(=O)Cc1c(F)cccc1Cl)c1c(N)n(CC(C)C)c(=O)[nH]c1=O	0%
7	O=C(Nc1ccccc1F)c1csc(COCCO)n1	4%
8	CC(=O)c1ccc(Nc2nc(C(N)Cc3ccc(C(F)(F)F)cc3)cs2)cc1 (configuration not stated)	16µM*
9	O=C(Cc1cccc(NC(=O)C2CCN(C(=O)C3CCCCC3)CC2)c1)Nc1cccc(C(=O)N2CCOCC2)c1	-4%
10	Nc1ccc2c(c1)Cc1cc(N)c(Br)cc1-2	8%
11	Cc1ccc(NC(=O)c2ncn(CCCN[C@H](C)c3cccc4ccccc34)n2)cc1C	15µM*
12	COc1cc(NC(=O)c2cc(-c3cc(F)ccc3OC(C)C)n[nH]2)cc(OC)c1OC	16µM*
13	CC1(c2nnc(-c3cccc(Cl)c3)o2)CC(c2ccccc2F)=NO1 (configuration not stated)	-26%
14	Cc1ccc2nc(CC(O)(c3ccccc3)c3ccccc3)ccc2c1	21µM*
15	CN(C)c1ccc(-c2ccnc3c2CC(C)(C(=O)Nc2ccc(F)c(Cl)c2)O3)cc1 (configuration not stated)	?
16	COC(=O)C1=C(C(=O)OC)C2C=CC1C1C(OC(C)=O)C(OC(C)=O)C21 (configuration not stated)	-19%
17	COc1cc(-c2c(OC)cccc2OC)cc2c1OCCN(C(=O)CCC(=O)c1ccc(F)cc1)C2	-7%
18	CCOC(=O)CCC(NC(=O)c1ccc(CNc2nc3cc(C(F)(F)F)ccc3nc2C(=O)OCC)cc1)C(=O)OCC (configuration not stated)	?
19	Cc1ccc(S(=O)(=O)N2C[C@@H]3CCCC[C@@H]3[C@@H](C)[C@H]2CC(=O)c2ccccc2)cc1	13µM*
20	CC(C)CN(C(=O)COC(=O)CCSc1ccc(Cl)cc1)c1c(N)n(Cc2ccccc2)c(=O)[nH]c1=O	18µM*
21	NC(c1ccncc1)c1ccc(Cl)cc1 (configuration not stated)	6%
22	COCCN(C(=O)COC(=O)CCC1CCCCC1)c1c(N)n(Cc2ccccc2)c(=O)[nH]c1=O	?
23	COc1ccc(CNC(=O)C2(CC3CC(c4ccccc4)=NO3)CCN(C(=O)OC(C)(C)C)CC2)cc1 (configuration not stated)	?
24	COc1ccc(CCNC(=O)C2CC2)cc1	-2%
25	CCOc1ccc(NS(=O)(=O)c2cccc(C(=O)N3CCN(C/C=C/c4ccccc4)CC3)c2)cc1	16µM*
26	Cc1cn(C2CCCCO2)c(=O)[nH]c1=O (configuration not stated)	-2%
27	COc1cc2oc(=O)cc(CN3CCCCCCC3)c2cc1Cl	-17%
28	CCc1cc(-c2cnnn2CCc2c[nH]c3ccccc23)ccc1-c1cn(CC(C)C)nn1	?
29	Cc1ccccc1NC(=O)c1cc(S(=O)(=O)N2CCCCC2)ccc1N1CCOCC1	-29%
30	COC(C/C=C/C(=O)[C@@H](C)OCc1ccccc1)OC	18µM*
31	[N-]=[N+]=NC(c1ccccc1)C(NC(=O)c1cc(C(F)(F)F)cc(C(F)(F)F)c1)c1ccccc1 (configuration not stated)	23µM*
32	CCN[C@@H]1C[C@H](N)[C@@H](OC2OC(CN)=CCC2N)[C@H](O)[C@H]1O[C@H]1OC[C@](C)(O)[C@H](NC)[C@H]1O (some centres not stated)	-7%
33	COCCNC(=O)C(=O)NCC1OCCN1S(=O)(=O)c1cc(F)ccc1F (configuration not stated)	1%
34	COc1ccc(NC(=O)c2cc(C3CCCCN3C(=O)CCCc3ccccc3)on2)c(C)c1 (configuration not stated)	-90%
35	COc1cc(CN2CCC3(CCC(CNC(=O)c4ccco4)O3)CC2)cc(OC)c1 (configuration not stated)	-22%
36	Cc1ccc2c(C)c(C(=O)NCC3CCOCC3)oc2c1C	?
37	CCC(C)CN1C(=O)CN(S(C)(=O)=O)CC1(C)C(=O)Nc1ccc2c(c1)OCCO2 (configuration not stated)	-8%
38	Cc1cn(C2CC(O)C(CO)O2)c(=O)n(CCCc2ccccc2)c1=O (configuration not stated)	-15%
39	COC(=O)[C@]12CCCCC=C1N(Cc1ccc3c(c1)OCO3)C(=O)[C@H](CC(=O)NCCC(C)C)C2	?
40	C=CCn1c(SCC(=O)Nc2ccc(Br)cc2)nc(O)cc1=O	11%

A different layout for part of the listing above.
[27] COc1cc2oc(=O)cc(CN3CCCCCCC3)c2cc1Cl
- DT40 TDP1 no CPT: -17%

[28] CCc1cc(-c2cnnn2CCc2c[nH]c3ccccc23)ccc1-c1cn(CC(C)C)nn1
- DT40 TDP1 no CPT: ?

[29] Cc1ccccc1NC(=O)c1cc(S(=O)(=O)N2CCCCC2)ccc1N1CCOCC1
- DT40 TDP1 no CPT: -29%

[30] COC(C/C=C/C(=O)[C@@H](C)OCc1ccccc1)OC
- DT40 TDP1 no CPT: 18µM*

(continued)
No.	molecule	DT40 TDP1 no CPT
41	O=C1N[C@@H](c2ccccc2)COC(=O)[C@H](Cc2ccc(F)cc2)C/C=C\C[C@H]1CC(=O)N(CCO)Cc1ccccc1	-10%
42	CCN(CC)C(=O)Cn1cc(S(=O)(=O)CC(=O)Nc2cccc(NC(C)=O)c2)c2ccccc21	-13%
43	Nc1ccc(C(=O)Nc2ccc3c(O)cc(S(=O)(=O)O)cc3c2)cc1	-15%
44	O=C(CN1CCOCC1)Nc1cccc([N+](=O)[O-])c1	-13%
45	COc1ccc(N2CCN(C(=O)Oc3ccc([N+](=O)[O-])cc3)CC2)cc1	26µM*
46	CCc1c(O)nc(SCC(=O)Nc2ccc(Cl)cc2)n(-c2ccccc2)c1=O	-9%
47	COc1ccc2c(c1)OC(C)(C)C(c1ccccc1)C2c1ccc(OCCN2CCCC2)cc1 (configuration not stated)	27µM*
48	CC(=O)N1CCc2cc(S(=O)(=O)NCCC3=CCCCC3)ccc21	2.6µM*
49	COC(=O)[C@H](NCc1ccc(OC)c(B(O)O)c1)C(C)C	1%
50	CN(C)c1ccc(C=NNC(=O)c2cccc3ccccc23)c(Cl)c1	4.1µM*
51	COc1cc(C(=O)N2CCCC(C)(C(=O)NS(=O)(=O)C3CC3)C2)cc(OC)c1OC (configuration not stated)	0.92µM*
52	Cc1ccccc1Nc1nn2c(=O)c3ccc(C(=O)NCc4cccs4)cc3nc2s1	13µM*
53	CCOC(=O)Nc1cccc2c1-c1ccc([N+](=O)[O-])cc1C2=O	-4%
54	COCCNc1ncnc2c1ncn2[C@H]1CN(CCc2ccccc2)C[C@@H](CO)O1	-10%
55	CCCCN1C(=O)C(CC(=O)NCc2ccco2)CC(C(=O)N(CC)CC)=C1C (configuration not stated)	-7%
56	O=[N+]([O-])c1ccc(S(=O)(=O)N2CCN(c3ccccn3)CC2)cc1	-10%
57	Cc1noc(C)c1C(=O)OCC(=O)Nc1ncc(Cl)c(C)c1Cl	-9%
58	CCCN(CCC)Cc1cc(=O)oc2cc(OC)c(Cl)cc12	?
59	COc1ccc(-c2nc3ccc(Br)cn3c2CC(C)(C)C)cc1OC	?
60	CCC[n+]1c(/C=C/c2c(OC)cc(OC)cc2OC)ccc2ccccc21	0.089µM*
61	CC(=O)N(CC(=O)N(CC(=O)O)c1ccc(Cl)cc1)c1ccc(Cl)cc1	-6%
62	O=C(O)C1C=Cc2ccccc2N1C(=O)c1ccccc1 (configuration not stated) (tested in a mixture with another compound)	-16%
63	COc1ccc(Cn2cc(CN3CC(N4CCN(C)CC4)CS3(=O)=O)nn2)cc1 (configuration not stated)	?
64	CSc1nnc(CNC(=O)c2cccc3ccccc23)n1-c1ccccc1C	1%
65	Cc1ccc(CN2CCC(C(=O)c3ccc(F)cc3)CC2)cc1	?
66	CC1(C(=O)NCc2cccs2)Cc2c(-c3ccccc3)ccnc2O1 (configuration not stated)	6.5µM*
67	Cn1cnc2c(oc3ccccc32)c1=O	3%
68	COc1ccccc1Cc1c(C2CCCCC2)nc2c3ccccc3ccn12	?
69	CCOC(=O)C(=O)Cc1cccnn1	-1%
70	CN1C[C@@H]2[C@@H]3C(=O)N(Cc4ccccc4)C(=O)[C@@H]3[C@](C)(C1=O)N2C(=O)c1ccccc1	3%
71	CC(C)C(=O)N1CCN(c2ccccc2NC(=S)NC(=O)Cc2ccccc2)CC1	?
72	CC1(C)S[C@@H]2[C@H](NC(=O)C(C(=O)Oc3ccc4c(c3)CCC4)c3ccccc3)C(=O)N2[C@H]1C(=O)O (some centres not stated)	-7%
73	COc1ccc(NC(=O)N(C)C[C@@H]2OCc3cn(nn3)CCCC(=O)N([C@@H](C)CO)C[C@H]2C)cc1	-6%
74	Cc1ccc2c(c1)N(Cc1ccccc1)C(=O)C(C)O2 (configuration not stated)	-27%
75	CCOC(=O)c1cc(NC(=O)CSc2nnc(CN3CCOCC3)n2C)ccc1Cl	-8%
76	C=C1C=C(C(F)F)n2ncc(C(=O)Nc3cccc(CC)c3)c2N1	-14%
77	Nc1[nH]c(=S)[nH]c(=O)c1N=O	-10%
78	CC1Cc2cc(-c3csc(NC(=O)CCl)n3)ccc2N1C(=O)C1CC1 (configuration not stated)	6%
79	CCC(C)c1ccc(NC(=O)C2CC3CCC2C3)cc1 (configuration not stated)	26µM*
80	CC(=O)c1ccc(N2CCN(C(=O)C(=O)c3cn(CC(=O)N4CCOCC4)c4ccccc34)CC2)cc1	?
81	Cc1cccc(OCC(=O)Nc2ccc(O)c(-c3nc4ccccc4o3)c2)c1	?
82	C[C@@H]1CN([C@@H](C)CO)S(=O)(=O)c2ccc(Br)cc2O[C@H]1CN(C)C(=O)CN(C)C	-15%
83	Cc1c([N+](=O)[O-])cc(N2C(=O)C=CC2=O)cc1[N+](=O)[O-]	1.6µM*
84	CCOC(=O)C1CCCN(C(=O)c2ccc3sccc3c2)CC1 (configuration not stated)	?
85	CCCCOC(=O)c1ccc(NC(=O)c2c(N)n(C)c(=O)[nH]c2=O)cc1	?
86	CN(C)CCNc1cc(N2CCN(C)CC2)ncn1	4%
87	Cc1ccc(C)c(CN2CCC3(CCC(CNC(=O)c4ccnn4C)O3)CC2)c1 (configuration not stated)	-28%
88	COc1ccc(NC(=S)Nc2ccc(F)cc2)c(OC)c1	?
89	CC12CCC(=O)C=C1CCCC2=O (configuration not stated)	-26%
90	CC1CCN(C(=O)COC(=O)c2ccccc2NCCO)CC1	-23%
91	Cc1nc(-c2ccc(Cl)cc2)sc1C1(C)CC(c2ccc(Br)cc2)=NO1 (configuration not stated)	-21%
92	O=C(Nc1ccc2ccccc2c1)c1ccccc1[N+](=O)[O-]	-13%
93	Cc1cc(NS(=O)(=O)c2ccc(NC(=O)c3ccc([N+](=O)[O-])cc3)cc2)nc(C)n1	-13%
94	CCOC(=O)N1CCN(C(=O)C[C@@H]2C[C@@]3(C(=O)OC)CCCCC=C3N(Cc3ccc(Cl)cc3Cl)C2=O)CC1	12µM*
95	CCCN(C)C[C@@H]1Oc2ncc(Br)cc2C(=O)N([C@@H](C)CO)C[C@H]1C	-20%
96	COc1cc(NCCCn2cnc3c(OCc4ccccc4)ncnc32)cc(OC)c1OC	?
97	CN(C)c1nc2c(c(=O)n(C)c(=O)n2C)n1CC(=O)c1cccs1	-13%
98	O=C(/C=C/c1ccc(Br)cc1)N1CCN(Cc2ccccc2)CC1	?
99	Cc1cc(S(=O)(=O)c2ccc(Cl)cc2)nc(S(=O)(=O)c2ccc(Cl)cc2)c1C#N	0.65µM*
100	CCCOc1ccc(F)cc1-c1cc(C(=O)Nc2ccccc2)[nH]n1	?

(cont.)
No.	molecule	DT40 TDP1 no CPT
101	CCOc1ccc(/C=C/c2ccnc3ccccc23)cc1OCC	11µM*
102	CCCN=C1N(CC)C[C@@H]2[C@@H]3C(=O)N(Cc4ccccc4)C(=O)[C@@H]3[C@](C)(C(=O)OC)N12	5%
103	Cc1cc(C)c2nc(Nc3nc(CSc4nc5ccccc5[nH]4)cc(=O)[nH]3)nc(C)c2c1	?
104	CC(NN)c1ccccc1 (configuration not stated)	-11%
105	CCCCCCC[n+]1ccc(/C=C/c2c(C)[nH]c3ccccc23)c2ccccc21	1.3µM*
106	COc1cc(C(=O)NC2CC(C)CC(C)(C)C2)cc(OC)c1OC (configuration not stated)	?
107	CCNC(=O)C1(C)CCN(Cc2ccc(C#N)cc2)C1 (configuration not stated)	-13%
108	Cc1ccc(C(=O)N[C@H](C(=O)N2CCN(c3ncccn3)CC2)C(C)C)cc1	?
109	CC(C)C[C@H]1CN(CCCC[C@H]2CNC(=O)C(=O)N2CCc2ccc(O)cc2)C(=O)C(=O)N1CCC1CCCCC1	-8%
110	COC(=O)c1ccccc1NC(=O)COc1ccccc1C(=O)Nc1ccccc1	?
111	CCOc1ccc(CN2CCOc3ccc(C(O)c4cccnc4)cc3C2)cc1 (configuration not stated)	?
112	CCOC(=O)C1CCCN(C(=O)c2cc(F)ccc2C)CC1 (configuration not stated)	0%
113	O=C(CC1C[C@H](C(=O)N2CCOCC2)[C@@]2(CCC3CCCC3)c3[nH]c4ccccc4c3CCN2C1=O)NCc1cccc(C(F)(F)F)c1 (some centres not stated)	?
114	O=C(OCc1cc(=O)n2ccsc2n1)C1(c2ccccc2)CC1	-30%

Only part of the results is shown; count on the stated rates, not on these rows.
